Source: PubChem BioAssay
CDK5 p35 inh: CDK5/p35 (human) kinase inhibition. Q00535+Q15078. Recombinant CDK5/p35, ADP-Glo luminescence, 60 min. inhibition, % at 10 µM. 0.01% of 330,000 active. AID 488839;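 active = highest replicate inhibition of at least 50% and at least 75% of replicates reaching 50%; inconclusive = only one of the two criteria met; inactive = both criteria failed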;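 note: plate controls were DMSO neutral control for no effect and GW8510 at 10 µM for full effect; many of its hits are not listed in these tables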
Rtt109 Vps75: blocks Candida albicans Rtt109/Vps75 acetyltransferase activity; AID 540336; purified Rtt109/Vps75, ThioGlo CoA-SH fluorescence, 4 h; inhibition, % at 34.9 µM; 0.16% of 330,000 active;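 active = inhibition of at least 50% in every replicate; inconclusive = best replicate reaches 50% inhibition but some replicates fall short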
Target sequence (Q5AAJ8 whole entry, looked up): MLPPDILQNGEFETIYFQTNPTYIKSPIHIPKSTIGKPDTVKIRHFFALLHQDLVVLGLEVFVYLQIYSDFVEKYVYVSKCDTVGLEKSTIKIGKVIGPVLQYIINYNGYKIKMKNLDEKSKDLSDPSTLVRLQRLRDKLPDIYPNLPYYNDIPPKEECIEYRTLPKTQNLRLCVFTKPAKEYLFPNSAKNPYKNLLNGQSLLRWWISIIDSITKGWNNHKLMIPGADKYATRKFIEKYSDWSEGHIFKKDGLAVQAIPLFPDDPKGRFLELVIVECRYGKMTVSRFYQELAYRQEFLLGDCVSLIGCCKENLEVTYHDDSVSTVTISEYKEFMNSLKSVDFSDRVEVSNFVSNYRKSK
SR-BI uptake up: activators of SR-BI mediated HDL lipid uptake; CHO ldlA[mSR-BI] cells, DiI-HDL uptake fluorescence, 3 h; 100 = double the neutral-control signal; activation, % at 12.5 µM; 0.096% of 320,000 active; AID 504775;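 active = mean replicate activation of at least 60% and every replicate at or above 60%; inconclusive = mean or all-replicate condition met, but not both; inactive = mean below 60% and not all replicates reaching 60%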;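 note: 0% = median plate neutral-control signal and 100% = twice that signal; values of inactives mirror those of a sister screen read the other way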
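Test system: SR-BI-overexpressing, LDLR-lacking CHO cells. Measured by: DiI fluorescence, bottom read. Medium: Ham's F12 with 0.5% BSA, HEPES 25 mM, pH 7.4. Timing: 3 h uptake period with compound, 37 °C.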
PvdQ acylase: blocks Pseudomonas aeruginosa PvdQ acylase activity | inhibition, % at 10 µM | 0.063% of 340,000 active | AID 488965 | purified PvdQ acylase, fluorescence plate reader; in the data active = inhibition above about 30%, passing the limit was not always enough; inconclusive = no clear call, values can overlap the other calls;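 note: 0% = vehicle neutral wells and 100% = reference inhibitor wells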
MITF TRPM1 HTS: MITF TRPM1 promoter activation in melanoma cells. SK-MEL-5 TRPM1-promoter luciferase, 24 h; % of positive control, neutral wells = 0. 0.75% of 300,000 active. activation, % at 12.5 µM. AID 588334;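 active = mean activation of at least 80% with every replicate also reaching 80%; inconclusive = mean reaches 80% but some replicate falls short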;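 note: 0% = neutral control wells and 100% = parthenolide positive control wells; values of inactives mirror those of a sister screen read the other way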
dFosB act: mouse delta FosB homodimer activation; activation, % at 25 µM; purified delta FosB, TAMRA-CDK5 oligo fluorescence polarization; percent of positive-control signal above neutral wells; 0.99% of 340,000 active; AID 493131;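 active = mean activation above about 17%, with every replicate also reaching it, limit read from the data, passing the limit was not always enough; inconclusive = only one of the two conditions met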;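 note: fluorescence polarization rise as delta FosB binds a TAMRA Cdk5 AP-1 oligo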
Target sequence (P13346 whole entry, looked up): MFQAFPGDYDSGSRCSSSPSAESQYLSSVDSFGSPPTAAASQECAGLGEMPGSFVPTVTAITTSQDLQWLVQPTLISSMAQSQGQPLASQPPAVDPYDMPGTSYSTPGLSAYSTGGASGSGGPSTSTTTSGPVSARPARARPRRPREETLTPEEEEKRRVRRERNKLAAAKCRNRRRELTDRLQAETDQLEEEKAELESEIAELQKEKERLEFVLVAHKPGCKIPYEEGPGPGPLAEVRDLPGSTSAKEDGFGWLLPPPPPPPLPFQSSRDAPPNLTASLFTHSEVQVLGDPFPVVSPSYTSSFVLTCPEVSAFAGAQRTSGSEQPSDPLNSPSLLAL
Wnt act: Wnt/beta-catenin pathway activation | Wnt/beta-catenin reporter cell assay, activator, plate reader | activation, % at 9.35 µM | AID 743398 | 1.2% of 300,000 active; in the data active = activation above about 30%, passing the limit was not always enough; inconclusive = no clear call, values can overlap the other calls;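 note: 0% = neutral control wells and 100% = positive control wells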
SR-BI DiI inh: blocks mouse SR-BI lipid uptake from DiI-HDL. ldlA[mSR-BI] CHO cells, DiI-HDL uptake fluorescence, 3 h. inhibition, % at 12.5 µM. 0.96% of 320,000 active. AID 488896;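 active = mean replicate inhibition of at least 70% and a set share of replicates each scoring 70 or more; inconclusive = meets just one of the two criteria; inactive = fails both criteria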;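 note: 0% = median of neutral control wells and 100% = median of positive control wells; values of inactives mirror those of a sister screen read the other way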
HTR5A ag ctr: HTR5A agonism, opioid heterodimer counter-screen | activation, % at 9.3 µM | 0.61% of 340,000 active | P47898 | HTR5A agonist assay, luminescence, cell-based; in the data active = activation mostly above about 9.5%, no sharp cut-off; inactive = mostly below about 7.6%;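 note: 0% = cells with vehicle only and 100% = reference agonist; strong numbers were not always called active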
Target sequence (P47898 whole entry, looked up): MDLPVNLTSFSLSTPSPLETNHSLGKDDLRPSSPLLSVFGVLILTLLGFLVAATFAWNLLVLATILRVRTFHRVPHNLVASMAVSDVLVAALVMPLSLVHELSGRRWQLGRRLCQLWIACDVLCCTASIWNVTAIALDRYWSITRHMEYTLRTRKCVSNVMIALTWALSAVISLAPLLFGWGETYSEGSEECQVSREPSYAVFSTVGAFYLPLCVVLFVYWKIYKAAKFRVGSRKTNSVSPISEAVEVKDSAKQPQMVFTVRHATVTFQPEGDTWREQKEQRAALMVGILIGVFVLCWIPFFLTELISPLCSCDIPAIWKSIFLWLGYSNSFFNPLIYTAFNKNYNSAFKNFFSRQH
RTF Ca sens act: cardiac RTF calcium sensitization. P19429+P45379. IANBD-labeled TnC RTF fluorescence at EC20 calcium; 0% EC20 calcium, 100% full calcium. activation, % at 7.2 µM. 0.24% of 340,000 active;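 active = activation above the mean over all tested compounds plus 3 SD, cut at about 30% in these data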;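 note: rise in fluorescence read as greater calcium sensitivity of cardiac thin filaments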
* marks the source's active call; other numbers are inactive results; ? = inconclusive; . = not tested or not shown. The order is random; 4.4% or so of the library scored in one or more.

SMILES | CDK5 p35 inh | Rtt109 Vps75 | SR-BI uptake up | PvdQ acylase | MITF TRPM1 HTS | dFosB act | Wnt act | SR-BI DiI inh | HTR5A ag ctr | RTF Ca sens act
C/C(=N\NC(=O)C1(C)NC(C)(C)Cc2ccccc21)c1ccccc1 (configuration not stated) | -0.5 | 5.8 | -6.7 | -3.0 | -6.2 | -7.1 | -2.0 | 6.7 | 2.8 | -3.6
N#CCCSc1nc(N2CCOCC2)c2c(c1C#N)CCCC2 | -1.7 | 6.7 | -37.7 | 1.0 | . | -13.5 | . | 37.7 | -4.3 | -1.6
O=C(O)CCc1ccc(-c2ccc(Br)cc2)n1Cc1ccco1 | -0.4 | 7.5 | 18.5 | -7.9 | -2.8 | -4.4 | . | -18.5 | 1.4 | -0.2
COc1ccc(C(=O)N2CCCC(CNC(=O)c3ccccc3Cl)C2)o1 (configuration not stated) | 0.1 | -11.2 | 8.4 | -16.8 | 6.8 | 4.9 | 5.2 | -8.4 | -3.3 | 0.9
CCOC(=O)C(CCCCP(=O)(c1ccccc1)c1ccccc1)(NC(C)=O)C(=O)OCC | 0.6 | 3.6 | 0.2 | 7.7 | -4.9 | 0.2 | 4.7 | -0.2 | -5.3 | 1.1
O=C(c1ccc(COc2c(F)c(F)cc(F)c2F)o1)N1CCN(c2ccccc2)CC1 | 0.0 | 4.7 | 8.7 | 5.8 | -6.3 | -3.9 | -6.2 | -8.7 | 7.5 | -5.4
CCOC(=O)c1ccccc1NC(=O)COC(=O)CCNS(=O)(=O)c1cccs1 | 1.6 | 0.6 | 13.9 | -13.2 | 1.7 | -4.6 | -2.2 | -13.9 | -0.4 | -6.2
O=C(COC(=O)c1ccc[nH]c1=O)NCC12CC3CC(CC(C3)C1)C2 | 0.4 | 16.1 | 0.8 | 9.7 | 8.8 | 4.1 | 4.1 | -0.8 | -0.5 | 1.5
COc1cccc(Cn2c(Oc3ccccc3)nc3c2c(=O)n(C)c(=O)n3C)c1 | 0.1 | 15.2 | 15.6 | -5.6 | 1.6 | 2.7 | -3.5 | -15.6 | -4.0 | -3.3
Cc1ccc(CN2CCN(/N=C/c3cccnc3)CC2)c(C)c1 | 0.1 | -12.9 | 5.8 | -10.3 | -8.9 | -8.0 | -6.4 | -5.8 | -3.6 | -3.5
OCC[C@@H]1C[C@@H](O)[C@H](O)[C@]2(CCc3ccccc3O2)O1 | -0.4 | -5.4 | 20.6 | 14.5 | 3.6 | 2.9 | 1.1 | -20.6 | -1.9 | -3.8
CCc1ccc(C2CC(c3ccccc3)n3ncnc3N2)cc1 (configuration not stated) | 0.0 | -2.2 | 13.0 | -5.2 | -8.6 | -2.5 | -2.5 | -13.0 | -4.6 | -0.9
COc1ccccc1-n1nnnc1SCC(=O)NC1CC1 | 0.0 | 6.8 | ? | -4.3 | -1.1 | -0.7 | -2.3 | -142.4 | 4.9 | 9.4
O=C(CSc1nc2nn(-c3ccccc3)c(=O)c-2c2n1CCCCC2)NCCCc1ccccc1 | -0.5 | 2.9 | . | 1.8 | 5.9 | -15.9 | -2.8 | . | 0.5 | 1.7
CSCC[C@H](NC(=O)[C@@H]1Cc2ccccc2CN1)C(=O)Nc1cccc(C)c1 | . | 19.3 | 33.6 | 9.8 | -3.5 | -9.3 | 3.9 | -33.6 | -1.9 | -2.4
COc1ccccc1CNC(=O)c1ccc(CS(=O)(=O)c2ccccc2)o1 | -0.4 | 2.7 | 19.4 | -6.3 | -0.2 | 2.4 | -3.6 | -19.4 | -3.3 | 2.5
O=C(NCCOc1ccccc1F)c1cc([N+](=O)[O-])ccc1N1CCOCC1 | 0.7 | 11.7 | -8.0 | 11.7 | -16.3 | -3.6 | -1.5 | 8.0 | -1.6 | 0.3
CC1CCCC(NC(=O)CN2C(=O)COc3ccccc32)C1C (configuration not stated) | 3.4 | -5.7 | . | -5.8 | 4.7 | 0.9 | 1.0 | -5.5 | -1.5 | -1.1
Nc1n[nH]c(-c2ccc([N+](=O)[O-])cc2[N+](=O)[O-])n1 | -0.3 | 7.9 | 4.5 | 0.2 | -20.0 | 0.3 | -1.5 | -4.5 | -5.6 | 4.3
Cc1ccc(CSc2nc3c(cc2C#N)CCC3)cc1 | -0.7 | -3.6 | 2.1 | 7.0 | 48.0 | 9.0 | . | -2.1 | 7.0 | -0.6
C[C@]12c3[nH]c4ccc(Cl)cc4c3CCN1C(=O)[C@@H](CC(=O)NCCCn1ccnc1)C[C@@H]2C(=O)N1CCOCC1 | 1.6 | 2.2 | 15.8 | -5.8 | 13.5 | 1.7 | -0.6 | -15.8 | -0.9 | -4.9
Cn1cnnc1SCc1ccc(C(=O)n2ncc(C#N)c2N)cc1 | 1.5 | -8.6 | 10.8 | -8.0 | 8.2 | -3.1 | -5.4 | -10.8 | 6.1 | -8.9
Cn1c(CNC(=O)c2ccco2)nnc1SCC(=O)N1c2ccccc2Sc2ccccc21 | 0.4 | 4.4 | 11.6 | -3.7 | 3.9 | -10.7 | . | -11.6 | -2.9 | 2.7
COCCn1c(SCC(=O)NCc2ccc3c(c2)OCO3)nc2ccccc2c1=O | 0.8 | 24.6 | 1.7 | 4.7 | 6.4 | -6.4 | -0.2 | -1.7 | -2.8 | -1.1
CCCCN(C(=O)c1cc(S(=O)(=O)N2CCOCC2)ccc1Cl)c1c(N)n(CC(C)C)c(=O)[nH]c1=O | 0.4 | -4.7 | 16.0 | -11.4 | -10.0 | -11.8 | -3.0 | -15.9 | -5.8 | -4.6

Full records, looked up by structure. Screens in order: CDK5 p35 inh	Rtt109 Vps75	SR-BI uptake up	PvdQ acylase	MITF TRPM1 HTS	dFosB act	Wnt act	SR-BI DiI inh	HTR5A ag ctr	RTF Ca sens act
CCc1ccc(C2CC(c3ccccc3)n3ncnc3N2)cc1 (configuration not stated) is entered as 0.0	-2.2	13.0	-5.2	-8.6	-2.5	-2.5	-13.0	-4.6	-0.9
Cc1ccc(CN2CCN(/N=C/c3cccnc3)CC2)c(C)c1 is entered as 0.1	-12.9	5.8	-10.3	-8.9	-8.0	-6.4	-5.8	-3.6	-3.5
Nc1n[nH]c(-c2ccc([N+](=O)[O-])cc2[N+](=O)[O-])n1 is entered as -0.3	7.9	4.5	0.2	-20.0	0.3	-1.5	-4.5	-5.6	4.3
O=C(O)CCc1ccc(-c2ccc(Br)cc2)n1Cc1ccco1 is entered as -0.4	7.5	18.5	-7.9	-2.8	-4.4	.	-18.5	1.4	-0.2

More entries follow.
SMILES | CDK5 p35 inh | Rtt109 Vps75 | SR-BI uptake up | PvdQ acylase | MITF TRPM1 HTS | dFosB act | Wnt act | SR-BI DiI inh | HTR5A ag ctr | RTF Ca sens act
OCCN1CN=C(Nc2nc3ccccc3s2)NC1 | 0.2 | . | -12.6 | -0.5 | . | 6.8 | 7.2 | 12.6 | 4.8 | -0.5
O=C(COC(=O)c1ccco1)NCCNC(=O)COC(=O)c1ccco1 | 0.4 | . | -1.2 | 10.4 | 3.2 | -7.6 | -0.6 | 1.2 | 5.6 | -6.5
Cc1c(Br)c(C(F)(F)F)nn1CC(=O)NCCCn1ccnc1 | 2.1 | -4.6 | 25.3 | -8.6 | 11.4 | -5.3 | -1.0 | -25.3 | -1.1 | -0.2
CC(C)(C)NC(=O)CC1C[C@H](C(=O)N2CCOCC2)[C@@]2(CCC3CCCC3)c3[nH]c4ccccc4c3CCN2C1=O (some centres not stated) | 0.8 | 11.2 | -13.3 | 3.9 | 10.2 | -3.6 | -1.0 | 13.3 | 8.6* | 2.9
Cc1ccc(CN2C(=NC(=O)CCC(=O)O)SC3CS(=O)(=O)CC32)cc1 (configuration not stated) | -0.4 | 23.0 | . | -0.7 | -1.5 | 2.9 | -1.1 | . | -0.6 | -2.8
O=C(/C=C/c1cccc([N+](=O)[O-])c1)Nc1ccccc1N1CCOCC1 | -2.2 | 9.9 | -69.0 | 6.2 | -5.0 | -5.3 | 1.0 | 69.0 | 3.4 | 2.1
CCc1ccc2c(c1)C1(NN=C(c3ccc(C)cc3)S1)C(=O)N2 (configuration not stated) | 1.5 | 7.1 | -69.4 | -4.7 | . | -14.9 | . | 69.4 | 4.0 | -3.6
O=S(=O)(NC1CC1)c1ccc(S(=O)(=O)N2CCN3CCCC3C2)cc1 (configuration not stated) | -2.7 | -4.0 | 8.2 | -5.3 | -4.6 | -2.1 | -1.7 | -8.2 | -0.5 | 3.8
COc1ccc(N2CCN(c3ccc(NC(=O)/C=C\C(=O)O)cc3)CC2)cc1 | 0.4 | -8.4 | -7.3 | 4.9 | -5.2 | -7.0 | 45.2* | 7.3 | 2.2 | -5.2
COc1ccc(NC(=O)NCc2cccnc2)cc1OC | -0.6 | . | -10.0 | -7.1 | . | 2.5 | . | 10.0 | 2.8 | -0.8
CCC(Oc1ccccc1)C(=O)O/N=C(\N)c1ccc(OC)c(OC)c1 (configuration not stated) | 1.0 | 0.9 | 7.7 | 8.1 | 1.3 | -4.7 | -3.5 | -7.7 | 5.3 | -3.7
O=C(COC(=O)C12CC3CC(CC(O)(C3)C1)C2)NC12CC3CC(CC(C3)C1)C2 | 0.0 | -0.8 | 12.7 | -24.3 | 9.4 | -5.6 | -0.2 | -12.7 | -2.4 | 11.1
FC(F)Oc1ccc(NC(=S)NCc2nc3ccccc3[nH]2)cc1 | 0.4 | 2.2 | 29.7 | -18.0 | -14.2 | -7.0 | 0.0 | -29.7 | -2.7 | -1.5
Cc1ccc(NC(=O)NNC(=O)c2sccc2-n2cccc2)cc1 | -0.9 | -3.5 | 3.3 | -1.2 | 12.7 | -2.7 | 0.6 | -3.3 | 0.3 | 0.4
N#Cc1c(N)c(C(=O)c2ccc(Cl)cc2)n2c1CCC2 | -0.3 | 0.8 | -19.0 | -9.0 | -2.7 | 7.2 | . | 19.0 | -3.3 | 4.2
CCC1CCCCN1CCCNC(=O)Cn1nc(-c2ccccc2)ccc1=O (configuration not stated) | -5.6 | 4.4 | 29.4 | -16.2 | -5.2 | -0.4 | -1.8 | -29.4 | 1.7 | 10.0
CC(=O)Nc1ccc(S(=O)(=O)Nc2ccc(-c3ccc4nnc(C)n4n3)cc2)cc1 | 1.8 | 4.0 | 10.1 | -10.6 | 4.0 | -12.5 | . | -10.1 | -4.4 | -5.1
COC(=O)c1sc2nc(SCc3ccccc3C)n(N)c(=O)c2c1C | 3.9 | -22.4 | -2.8 | -19.0 | -1.4 | -3.3 | -3.9 | 2.8 | 1.1 | 7.4
CC(C)[C@H](NC(=O)c1ccc(Cl)c([N+](=O)[O-])c1)C(=O)NCc1ccc(Cl)cc1Cl | 0.7 | -2.7 | -26.2 | -4.5 | -7.5 | 1.8 | . | 26.2 | -0.5 | 0.3
COc1ccc(CNC(=O)c2cc3cccc(OC)c3oc2=N)cc1 | 0.6 | 3.9 | 9.1 | -6.7 | -3.8 | -6.6 | 4.7 | -9.1 | 0.5 | 1.4
